Source: PubChem
MCL1 BIM primary = MCL1-BIM-BH3 interaction inhibition (human) | GST-MCL1 / FITC-Bim-BH3 fluorescence polarization | Q07820 | hit rate 0.68% among 320,000 | inhibition, % at 10.9 µM | AID 2057;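 active = inhibition above the mean inhibition of all tested compounds plus 3 SD, set per campaign, cut at about 40% in these data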;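 note: 0% = DMSO wells and 100% = unlabeled Bim-BH3 peptide control; higher means more loss of mP so more displacement of Bim peptide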
TPT1 inhibitor = C. albicans TPT1 enzyme inhibition. AID 1962. hit rate 0.81% among 300,000. recombinant caTPT1, FP RNA substrate dephosphorylation. inhibition, % at 5 µM;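 active = inhibition above the mean of all tested compounds plus 3 SD, set per screening campaign, cut at about 24% in these data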;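 note: plate controls were DMSO alone for no effect and ferristatin control at 100 nM for full effect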
Fam108B inh = Fam108B inhibition, counter-screen for RBBP9 inhibitors. recombinant Fam108B, FP-Rh probe fluorescence polarization. hit rate 0.33% among 300,000. inhibition, % at 9.51 µM. AID 1947;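 active = inhibition above the screen mean inhibition plus 3 SD, computed separately per campaign, cut at about 18% in these data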;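 note: inhibitors lower polarization as less probe binds the enzyme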
MEX-5 binding = C. elegans MEX-5 TCR-2 RNA binding activity; Q9XUB2; MEX-5/FITC-TCR2 RNA binding, fluorescence polarization; hits give low values; activity score (negative = inhibition of binding), % at 10 µM; hit rate 0.38% among 300,000; AID 1832;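 active = inhibition past about -25% in most replicates, and total fluorescence under double the plate's negative control median, limit read from the data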;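 note: 0% = DMSO and -100% = 5 µM competing unlabeled TCR2 RNA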
PME-1 primary = blocks human protein phosphatase methylesterase 1 | Q9Y570 | recombinant PME-1, FP-Rh probe fluorescence polarization | inhibition, % at 5.9 µM | hit rate 0.53% among 320,000 | AID 2130;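 active = inhibition above the campaign mean of all compounds plus 3 SD, cut at about 26% in these data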;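 note: competitive labeling of PME-1 active site by serine hydrolase directed probe; 0% = PME-1 with DMSO and 100% = wells lacking PME-1 enzyme; inhibitors block probe labeling so polarization falls and inhibition rises; many of its hits are not listed in these tables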
GSTO1 inh = counter-screen for RBBP9 inhibitors: inhibitors of human GSTO1 | recombinant GSTO1, activity-based probe fluorescence polarization | inhibition, % at 5.96 µM | hit rate 1.1% among 300,000 | AID 1974;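 active = inhibition above the campaign mean inhibition plus 3 SD, cut at about 35% in these data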;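 note: 0% = GSTO1-1 with DMSO and 100% = wells lacking GSTO1-1 enzyme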
PAD4 FP inh = blocks human protein arginine deiminase 4 | inhibition, % at 6.36 µM | hit rate 0.41% among 330,000 | recombinant PAD4, RCA probe fluorescence polarization;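 active = percent inhibition above a cutoff equal to the mean of all tested compounds plus 3 SD, cut at about 15% in these data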;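 note: 0% = PAD4 with RCA probe and DMSO and 100% = probe without PAD4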
Target sequence (Q9UM07 whole entry, looked up): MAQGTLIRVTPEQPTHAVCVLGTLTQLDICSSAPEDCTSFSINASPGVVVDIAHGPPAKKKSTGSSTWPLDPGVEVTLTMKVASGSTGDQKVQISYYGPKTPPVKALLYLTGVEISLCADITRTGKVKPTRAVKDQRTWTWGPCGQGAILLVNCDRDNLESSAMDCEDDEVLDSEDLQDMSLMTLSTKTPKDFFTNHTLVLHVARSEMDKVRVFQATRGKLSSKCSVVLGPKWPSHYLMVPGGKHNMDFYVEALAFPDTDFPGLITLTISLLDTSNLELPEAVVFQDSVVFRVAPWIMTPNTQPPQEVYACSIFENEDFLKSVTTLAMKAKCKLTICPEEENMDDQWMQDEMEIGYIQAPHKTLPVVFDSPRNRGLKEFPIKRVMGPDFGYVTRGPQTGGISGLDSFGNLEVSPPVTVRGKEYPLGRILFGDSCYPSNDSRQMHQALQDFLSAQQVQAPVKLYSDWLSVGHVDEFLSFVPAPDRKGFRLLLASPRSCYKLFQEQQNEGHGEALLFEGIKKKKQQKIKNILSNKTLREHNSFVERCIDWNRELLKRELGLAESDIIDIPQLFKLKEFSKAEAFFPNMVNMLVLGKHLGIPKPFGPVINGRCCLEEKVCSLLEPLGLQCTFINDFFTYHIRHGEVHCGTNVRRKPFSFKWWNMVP
GLD-1 TGE inh = GLD-1-TGE RNA interaction inhibition (C. elegans) | Q17339 | purified GLD-1 + fluorescein TGE RNA, fluorescence polarization | inhibition, % at 5.96 µM | hit rate 0.44% among 320,000 | AID 2280;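 active = percent inhibition above a per-plate cutoff, the plate mean of test compounds plus 3 SD, cut at about 30% in these data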;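 note: 0% = DMSO wells with GLD-1 and probe and 100% = wells lacking GLD-1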
Target sequence (Q17339 whole entry, looked up): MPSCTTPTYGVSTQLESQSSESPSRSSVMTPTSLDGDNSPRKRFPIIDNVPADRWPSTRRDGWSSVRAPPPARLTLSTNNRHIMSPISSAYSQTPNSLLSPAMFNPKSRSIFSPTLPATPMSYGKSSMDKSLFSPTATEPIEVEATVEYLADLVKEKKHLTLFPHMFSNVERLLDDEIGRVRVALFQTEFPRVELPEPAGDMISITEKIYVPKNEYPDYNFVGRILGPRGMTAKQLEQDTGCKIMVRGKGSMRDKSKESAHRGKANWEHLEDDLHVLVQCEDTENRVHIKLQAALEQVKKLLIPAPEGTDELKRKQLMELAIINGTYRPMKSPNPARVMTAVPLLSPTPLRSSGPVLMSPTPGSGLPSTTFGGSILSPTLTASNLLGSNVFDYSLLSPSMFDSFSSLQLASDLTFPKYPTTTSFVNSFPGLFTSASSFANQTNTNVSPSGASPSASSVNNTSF
Bcl-xL primary = blocks human Bcl-xL binding to Bim BH3 peptide; Q07817; GST-Bcl-xL / FITC-Bim BH3 peptide fluorescence polarization; inhibition, % at 10.9 µM; hit rate 0.7% among 320,000;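 active = inhibition above the mean of all tested compounds plus 3 SD, cutoff set per campaign, cut at about 30% in these data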;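 note: 0% = DMSO wells and 100% = unlabeled Bim-BH3 peptide competitor; inhibitors lower millipolarization by displacing the labeled peptide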
Active calls of the source: *; x = no result given. Only part of the results is shown. The share of hits here may be higher or lower than overall.

The opening two entries as a preview:
SMILES	MCL1 BIM primary	TPT1 inhibitor	Fam108B inh	MEX-5 binding	PME-1 primary	GSTO1 inh	PAD4 FP inh	GLD-1 TGE inh	Bcl-xL primary
Cc1ccc(NC(=O)CSCc2ccc(F)cc2)cc1	-2	-3	4	-1.4	-6	6	0	-7	0
O=C1N/C(=C\c2ccc(N3CCOCC3)c(F)c2)C(=O)N1Cc1ccccc1	5	-3	8	-4.2	-3	0	-5	2	2

All compounds of this part, from the start:
SMILES	MCL1 BIM primary	TPT1 inhibitor	Fam108B inh	MEX-5 binding	PME-1 primary	GSTO1 inh	PAD4 FP inh	GLD-1 TGE inh	Bcl-xL primary
Cc1ccc(NC(=O)CSCc2ccc(F)cc2)cc1	-2	-3	4	-1.4	-6	6	0	-7	0
O=C1N/C(=C\c2ccc(N3CCOCC3)c(F)c2)C(=O)N1Cc1ccccc1	5	-3	8	-4.2	-3	0	-5	2	2
CCCCNC(=O)c1cn(CC(C)C)c(=O)c2c1c1ccccc1n2C	0	1	-8	1.3	-6	0	-1	-3	2
Cc1ccc(NC(=S)N2CCc3[nH]c4ccccc4c3C2)cc1	9	0	0	0.6	-1	-14	-1	1	5
O=C1c2ccccc2C(=O)N1CCCc1cn(C[C@H]2CC[C@@H]([C@@H]3CC[C@H](Cn4cc(CCCN5C(=O)c6ccccc6C5=O)nn4)O3)O2)nn1	-6	-2	0	0.0	0	2	8	2	-1
COc1ccc(NC(=O)CCOc2ccc(C)cc2)cc1S(=O)(=O)N1CCCCC1	-12	x	x	x	-5	x	-4	3	-6
CCOc1ccc(CCNC(=O)CN2C(=O)NC3(CCCCC3C)C2=O)cc1OCC (stereo not drawn)	-2	-1	2	2.4	2	9	3	1	-3
Cc1cc(C)n(-c2ccc(F)cc2)c(=O)c1C#N	1	-1	0	-0.6	4	3	-3	1	8
COCCN(C(=O)COC(=O)CCCOc1ccccc1)c1c(N)n(Cc2ccccc2)c(=O)[nH]c1=O	-11	-2	-2	-1.5	-2	3	-1	-3	-7
CCCCn1c(N)c(N(CCOC)C(=O)COC(=O)COc2cc(C)ccc2Cl)c(=O)[nH]c1=O	-15	-1	5	2.3	4	2	0	4	-3
COc1ccc(C(=O)NC2CCN(S(=O)(=O)Cc3ccccc3)CC2)c(OC)c1	3	0	4	-3.6	-2	-1	1	-3	-1
O=C(CSc1nc2ccccc2nc1SCC(=O)N1CCCCC1)N1CCCCC1	8	1	-2	-3.4	5	-8	4	-10	2
N#CCCN(C(=O)COC(=O)C1=NNC(=O)CC1)c1ccccc1	-1	-2	-2	-0.4	-6	11	-5	2	-3
O=C(O)c1cc2nc(-c3cccs3)cc(C(F)(F)F)n2n1	9	-4	0	-7.4	-3	-1	-4	6	10
Nc1nnc(SCC(=O)Nc2cc(S(=O)(=O)N3CCOCC3)ccc2Cl)s1	5	0	1	-1.2	1	6	1	3	-1
COc1ccc(N2CC(O)(c3ccc(C)cc3)[N+]3=C2CCCC3)cc1 (stereo not drawn)	-3	-4	-4	-4.4	-3	6	-2	4	2
N#CC1=C(SCC(=O)Nc2ccc(C(=O)O)cc2)NC(=O)CC1c1ccco1 (stereo not drawn)	9	-1	-1	-3.5	0	-3	0	5	10
O=c1nc(N2CCCCC2)nc(Nc2ccccc2)[nH]1	-6	2	0	2.2	3	2	0	-4	3
CC(NC(=O)c1ccc(F)cc1)C(=O)NC1=NCCS1 (stereo not drawn)	3	-4	8	0.8	6	3	1	-4	2
CC(C)C(NC(=O)C12CC3CC(CC(C3)C1)C2)C(=O)O (stereo not drawn)	-7	-5	1	0.5	5	-5	1	4	-5
O=C(Nc1cccnc1)c1ccc(COc2cc(Cl)ccc2Cl)o1	8	7	-16	-1.3	-15	-18	-5	-2	6
Cc1cc(Nc2ccc(C)c(Cl)c2)nc(N2CCOCC2)n1	-1	1	2	0.4	-3	-11	-1	5	3
O=C(C[n+]1ccc(C(=O)N/N=C/c2ccc(Br)cc2)cc1)c1ccccc1	-7	8	3	-3.5	0	-1	-1	5	-9
O=C(NC12CC3CC(CC(C3)C1)C2)c1ccccc1O	-2	-3	-1	-1.1	0	-9	-6	6	3
Cc1ccccc1NC(=O)Cc1nc(-c2ccc3ccccc3c2)cs1	1	5	-5	0.9	-4	1	-7	5	3
CC(=O)Nc1nnc(SCC(=O)NC(C)(C)C)s1	5	-6	2	0.7	-3	3	0	5	6
COc1ccc(NC(=S)N(Cc2cccnc2)Cc2cc3cc(OC)c(OC)cc3[nH]c2=O)cc1	-2	-2	3	-0.3	-5	-2	2	4	0
COC(=O)c1nc(N)sc1-c1ccc(Cl)cc1	11	-1	-5	-0.7	4	5	6	5	9
COc1ccccc1C(=O)NC(=O)COC(=O)C1CC1	2	1	-1	-2.4	-7	7	0	8	3
Cc1cc(OCC(=O)Nc2ccc(S(=O)(=O)N3CCN(C)CC3)cc2)ccc1Cl	7	-4	3	-2.9	-7	-1	-7	2	5
CC1CCN(C(=O)c2ccc(CS(=O)(=O)Cc3ccccc3)cc2)CC1	-6	1	0	-0.2	1	1	-4	-2	-6
CC(=O)Nc1ccc(/C=C2\CCc3ccccc3C2=O)cc1	5	1	-4	-2.7	1	-11	-2	2	5
O=C(CNC(=O)c1ccc(Br)o1)OCC(=O)c1cccc([N+](=O)[O-])c1	10	-5	8	-1.1	2	18	-1	0	6
O=C(c1cc2ccccn2n1)N1CCN(Cc2ccccc2)CC1	1	0	2	2.2	4	1	3	5	3
CN1CCN(CC(O)Cn2c3ccccc3c3ccccc32)CC1 (stereo not drawn)	9	-3	-3	-8.1	-2	6	5	7	9
COc1cc(-c2nnc(SCC(=O)NC3CCCC3)n2C)cc(OC)c1O	-1	-6	2	-1.0	5	6	-3	5	5
CC(C)C1N=C2c3ccccc3N=C(SCC(=O)NCCc3ccc(S(N)(=O)=O)cc3)N2C1=O (stereo not drawn)	7	-3	1	1.0	1	10	1	3	1
CC1CN(C(=O)COC(=O)c2cc(=O)c3ccccc3o2)CC(C)O1 (stereo not drawn)	2	-7	2	0.2	-5	3	1	-2	8
O=C(Nc1ccn(Cc2ccccc2)n1)c1ccc(F)cc1	9	-1	7	1.4	4	3	-4	1	6
Cc1ccc(C(C)NC(=O)C2CCCC2)cc1C (stereo not drawn)	4	-2	-3	-0.1	3	-3	4	-2	-1
COc1ccccc1NC(=O)CSc1nnc(COc2ccccc2C)o1	-2	2	-3	-0.3	1	2	-2	3	2
Cc1ccc(-c2[nH]nc3c2C(c2ccc(OC(=O)N4CCOCC4)cc2)C(C#N)=C(N)O3)cc1 (stereo not drawn)	1	-1	-1	1.0	17	10	-15	0	6
O=C(CN1C(=O)c2cccnc2C1=O)c1ccccc1	1	-1	3	-1.4	0	5	-4	5	2
CC(C(=O)O)c1cccc(C(=O)c2ccccc2)c1 (stereo not drawn)	12	0	0	-0.8	0	5	1	-4	7
CC(C)Cc1cc(CN2CCC(CO)(Cc3cccc(C(F)(F)F)c3)CC2)[nH]n1	3	-4	3	2.7	-1	2	-6	2	9
O=C(Nc1ccc2c(c1)CCC2)C1COc2ccccc2O1 (stereo not drawn)	1	0	0	x	-4	-1	-1	7	0
CCC(C)NC(=O)c1c(-c2cc(Cl)c(OC)c(Cl)c2)noc1C (stereo not drawn)	5	-6	4	0.7	-4	9	3	-4	8
CCN(CC)Cc1c(C(=O)N/N=C/c2ccncc2)nnn1-c1nonc1N	-3	-4	1	-1.2	-5	14	4	-5	13
O=c1cnnc(Nc2ccc(F)cc2)[nH]1	4	2	2	3.7	-3	3	0	-3	-2
O=[N+]([O-])c1ccc(F)cc1Oc1nc(-c2cccnc2)nc2ccccc12	-3	6	-4	-3.7	-2	-19	-4	-1	4
COc1ccc(NC(C)C(=O)N/N=C/c2ccccc2OCc2ccc(Br)cc2)cc1 (stereo not drawn)	-3	-4	5	0.3	5	5	-1	7	-3
COc1ccccc1N(CC(=O)NCc1ccc2c(c1)OCO2)C(=O)CCC(=O)Nc1nccs1	3	-2	-1	0.8	1	4	5	-1	4
O=S(=O)(c1ccc2ccccc2c1)N(CC(O)CN1CCOCC1)c1ccccc1 (stereo not drawn)	9	-1	-1	0.8	-1	16	2	-2	7
COc1cccc(/C=C2\SC(=S)N(CCC(=O)N3CCCCC3CCO)C2=O)c1 (stereo not drawn)	4	-4	0	-3.3	-2	-4	-31	-3	1
Cc1cccc(N2CC(C(=O)Nc3ccccc3N3CCCC3)CC2=O)c1C (stereo not drawn)	-5	2	0	-0.4	-1	-4	1	8	-2
N#Cc1nc(NCC(F)F)nc(Nc2cc(F)cc(F)c2)n1	1	x	x	x	-68	x	-12	1	-1
COc1cc(OC)cc(-c2c(-c3ccc(F)cc3)c3cc(-c4ccc5cc[nH]c5c4)ccc3n2C)c1	-40	x	x	x	0	x	0	-45	-27
CC[C@@H](Nc1ncnc2c1oc1ccccc12)C(=O)O	-3	-1	3	-1.3	-1	0	5	3	3
Cc1cc(C)n(-c2ccc(C(=O)N3CC(C)OC(C)C3)cc2)n1 (stereo not drawn)	4	0	2	-2.0	1	8	0	5	0
O=C(NCCN1CCOCC1)c1ccc2ccccc2c1	1	0	2	0.2	-1	10	-2	-4	2
(continued)
SMILES	MCL1 BIM primary	TPT1 inhibitor	Fam108B inh	MEX-5 binding	PME-1 primary	GSTO1 inh	PAD4 FP inh	GLD-1 TGE inh	Bcl-xL primary
Cc1[nH]nc2c1C(c1ccsc1)C1=C(CC(C)(C)CC1=O)N2 (stereo not drawn)	6	-9	0	1.0	6	2	-1	3	2
OCCOCCn1c(C(CO)Nc2nc(-c3ccc(Cl)cc3)cs2)nc2ccccc21 (stereo not drawn)	5	2	1	-0.8	7	4	1	3	1
COc1cccc(C(=O)Nc2ccccc2NC(=O)c2cccc(OC)c2)c1	9	3	-4	-0.4	5	-10	-1	6	-1
CCN(CC)C(=S)Nc1c(C)n(C)n(-c2ccccc2)c1=O	10	-2	12	-0.5	-3	5	1	0	2
CCN1CCN(CCC(=O)Nc2cc(OC)cc(OC)c2)CC1	7	-3	0	-2.2	0	1	2	-4	6
CCOc1ccc(C(C)=O)cc1Cn1nc(C(=O)O)c2ccccc2c1=O	-9	-5	-2	0.3	3	-11	1	4	-7
COc1ccc(/C=C/C(=O)Nc2ccc(C34CC5CC(CC(O)(C5)C3)C4)cc2)cc1OC	9	-2	-48	2.7	-82	-7	-1	12	3
CN1C(=O)C(O)(C2CCCCCC2=O)c2ccccc21 (stereo not drawn)	-1	-3	1	1.6	1	-1	2	-2	6
O=C(NCc1ccccc1)C(c1ccccc1)N(C(=O)c1csnn1)c1ccc(F)cc1 (stereo not drawn)	1	0	-1	1.6	-4	1	3	0	4
CN(C(=O)COc1cc(=O)n(C)c2ccccc12)c1ccc(Br)cc1	4	-3	1	-2.9	2	-7	-1	1	3
CN(CC(O)COC(c1ccccc1)c1ccccc1)C1CCCCC1 (stereo not drawn)	-2	1	-3	0.5	-3	-2	-3	-1	6
Cc1cc(=O)oc2cc(OCC(O)Cn3ccnc3)ccc12 (stereo not drawn)	1	-1	-2	2.7	0	4	-2	7	4
CC(C)(C)C1CCc2onc(C(=O)O)c2C1 (stereo not drawn)	-2	0	11	0.5	1	-1	-11	-4	9
CC(C)C(=O)Nc1cccc(NC(=O)c2cccc([N+](=O)[O-])c2)c1	7	-1	-1	-0.2	-4	-4	4	8	4
COc1ccccc1NC(=O)Cn1nnc2sc3c(c2c1=O)CC(C)(C)OC3	9	2	0	2.1	4	-4	-3	-4	4
